EBV LMP1 NFkB: EBV LMP1-driven NF-kappaB luciferase reporter inhibitors, primary screen, cell-based, luminescence, single point; AID 504558, 2011; LMP1-induced NF-kappaB luciferase reporter cells; inhibition, % at 12.5 µM; hit rate 0.69% among 350,000; in the data active = inhibition above about 41%;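 also: 0% = neutral control wells and 100% = reference inhibitor control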
SRC3 inh: SRC3 coactivator transcriptional activity inhibitors, primary screen, cell-based, luminescence; Nuclear receptor coactivator 3 (Homo sapiens), Q9Y6Q9; HEK293 GAL4-SRC3 luciferase reporter; inhibition, % at 3.6 µM; hit rate 0.17% among 360,000;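 active = inhibition above a per-campaign cutoff, the mean of all compounds plus 3 SD, cut at about 60% in these data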;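 also: 0% = DMSO-treated cells and 100% = gossypol-treated cells at 36 µM; higher means less SRC3-driven luciferase light from the GAL4 reporter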
NR5A2 inv ag: LRH-1 (NR5A2) inverse agonists, primary screen, cell-based, luminescence, HEK293T, StAR-luciferase reporter. LRH-1 transfected, 24 h. hit rate 0.13% among 360,000. inhibition, % at 3.6 µM;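 active = inhibition above the mean inhibition of all tested compounds plus 3 SD, cut at about 73% in these data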;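 also: 0% = DMSO wells and 100% = reporter-only cells lacking LRH-1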
Vif imaging: HIV Vif self-association inhibitors, primary screen, imaging, HEK293T, single point; inhibition, % at 7.49 µM; AID 602346, 2012; hit rate 0.35% among 340,000; HEK293T cells, Vif self-association by quenched fluorescence, 24 h; in the data active = inhibition above about 50%, passing the limit was not always enough; also: some results filed as inactive read as strong as hits
NOD2 RIPK2 PPI: NOD2-RIPK2 binding disruptors in cells, primary screen, fluorescence, CHO cells, BLA complementation. CCF4 ratio. Receptor-interacting serine/threonine-protein kinase 2 (Homo sapiens), O43353. inhibition, % at 4.98 µM. hit rate 0.38% among 360,000; in the data active = inhibition above about 21%;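 also: 0% = vehicle only and 100% = reference blocker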
TLR9-MyD88 inh: inhibitors of TLR9-MyD88 association in cells, primary screen, cell-based, CHO, BLA complementation, fluorescence; inhibition, % at 4.98 µM; Toll-like receptor 9 (Homo sapiens) + Myeloid differentiation primary response protein …; CCF4 FRET ratio; hit rate 0.21% among 340,000; AID 504734, 2011;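 active = inhibition above the mean over all tested compounds plus 3 SD, cut at about 21% in these data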;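 also: 0% = DMSO only wells and 100% = clavulanate BLA inhibitor control wells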
Target sequence (Q99836 whole entry, looked up): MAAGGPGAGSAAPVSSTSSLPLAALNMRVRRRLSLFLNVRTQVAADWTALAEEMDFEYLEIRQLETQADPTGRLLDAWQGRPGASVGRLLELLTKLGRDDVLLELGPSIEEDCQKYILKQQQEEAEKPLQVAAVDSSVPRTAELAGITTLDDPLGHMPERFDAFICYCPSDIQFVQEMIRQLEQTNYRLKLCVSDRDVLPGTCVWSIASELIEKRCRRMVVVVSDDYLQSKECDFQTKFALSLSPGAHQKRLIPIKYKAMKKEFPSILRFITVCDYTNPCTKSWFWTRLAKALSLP
Target sequence (Q9NR96 whole entry, looked up): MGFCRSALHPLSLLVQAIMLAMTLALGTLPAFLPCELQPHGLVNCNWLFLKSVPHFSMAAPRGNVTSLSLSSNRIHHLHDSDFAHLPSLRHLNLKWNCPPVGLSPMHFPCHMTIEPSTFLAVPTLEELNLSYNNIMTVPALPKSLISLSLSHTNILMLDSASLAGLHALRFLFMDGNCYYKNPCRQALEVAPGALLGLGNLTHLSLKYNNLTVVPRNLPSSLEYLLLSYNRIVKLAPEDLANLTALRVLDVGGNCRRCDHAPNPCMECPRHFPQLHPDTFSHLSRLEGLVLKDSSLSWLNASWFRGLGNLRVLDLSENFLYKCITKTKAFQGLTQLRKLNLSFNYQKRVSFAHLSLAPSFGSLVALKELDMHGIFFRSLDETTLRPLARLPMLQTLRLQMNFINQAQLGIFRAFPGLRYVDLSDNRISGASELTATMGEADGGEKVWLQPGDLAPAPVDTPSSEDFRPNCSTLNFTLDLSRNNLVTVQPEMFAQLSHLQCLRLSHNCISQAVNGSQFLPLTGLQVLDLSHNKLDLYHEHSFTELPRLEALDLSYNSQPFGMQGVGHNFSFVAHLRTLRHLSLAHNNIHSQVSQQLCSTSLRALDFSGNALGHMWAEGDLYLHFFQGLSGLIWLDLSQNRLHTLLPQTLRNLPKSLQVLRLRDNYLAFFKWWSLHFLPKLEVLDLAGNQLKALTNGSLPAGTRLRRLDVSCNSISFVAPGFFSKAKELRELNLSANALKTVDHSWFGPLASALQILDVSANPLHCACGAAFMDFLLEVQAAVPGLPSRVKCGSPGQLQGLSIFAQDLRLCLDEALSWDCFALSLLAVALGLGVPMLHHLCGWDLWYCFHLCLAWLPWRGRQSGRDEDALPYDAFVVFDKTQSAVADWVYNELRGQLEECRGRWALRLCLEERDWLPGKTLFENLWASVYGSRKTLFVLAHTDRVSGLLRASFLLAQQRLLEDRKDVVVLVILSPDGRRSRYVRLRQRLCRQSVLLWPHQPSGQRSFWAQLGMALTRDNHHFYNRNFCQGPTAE
NCOA2 inhibitor: inhibition of GAL4-SRC2 driven luciferase reporter, primary screen, SRC2 inhibitor project, cell-based, luminescence. Nuclear receptor coactivator 2 (Homo sapiens), Q15596. HEK293 GAL4-SRC2 luciferase reporter. inhibition, % at 9 µM. hit rate 0.17% among 370,000;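 active = inhibition above the mean inhibition of all tested compounds plus 3 SD, set per campaign, cut at about 52% in these data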;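 also: 0% = DMSO treated cells and 100% = cells given Gossypol at 36 µM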
COUP-TFII inh: NR2F2 transcriptional activity inhibitors, primary screen, cell-based, luciferase reporter, HEK293T, luminescence | COUP transcription factor 2 (Homo sapiens), P24468 | HEK293T NGFI-A luciferase reporter | AID 686940, 2013 | hit rate 0.7% among 370,000 | inhibition, % at 8.6 µM;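 active = inhibition above a per-plate cutoff, mean inhibition of test wells between control levels plus 3 SD, cut at about 38% in these data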;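 also: cells cotransfected with COUP-TFII expression vector driving the NGFI-A reporter; 0% = median of COUP-TF2 test wells and 100% = reporter-only cells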
TROY signal inh: inhibitors of TROY-driven NF-kB signaling, primary screen, Q293 LMP1-TROYcd cells, NF-kB luciferase, uHTS. Q293 LMP1-TROYcd NF-kB luciferase reporter, 4 h. inhibition, % at 10 µM. hit rate 0.98% among 360,000;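 active = compounds whose plate-normalised and pattern-corrected inhibition of the luciferase reporter signal at the single screening dose is 50% or more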
C8 TRAIL sens: viability loss with TRAIL in NB7+C8 cells, primary screen, TRAIL sensitizer project, cell-based, ATPlite luminescence; AID 624354, 2012; inhibition (viability loss, TRAIL sensitization), % at 10 µM; hit rate 1% among 360,000;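 active = compounds causing at least 50% loss of cell viability in the single-dose screen, relative to plate controls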
SRC1 inh: SRC1 coactivator transcriptional activity inhibitors, primary screen, cell-based, luminescence. inhibition, % at 3.6 µM. AID 588354, 2011. HEK293 GAL4-SRC1 luciferase reporter. Nuclear receptor coactivator 1 (Homo sapiens), Q15788. hit rate 0.12% among 360,000;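 active = inhibition above the campaign mean plus 3 SD, with each screening campaign given its own cutoff, cut at about 60% in these data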;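 also: 0% = DMSO treated cells and 100% = gossypol at 36 µM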
An asterisk follows results filed as active; / = not tested or not shown. Only part of the results is shown; the hit share may differ from the screen's.

The first 11 records as a preview:
SMILES	EBV LMP1 NFkB	SRC3 inh	NR5A2 inv ag	Vif imaging	NOD2 RIPK2 PPI	TLR9-MyD88 inh	NCOA2 inhibitor	COUP-TFII inh	TROY signal inh	C8 TRAIL sens	SRC1 inh
CN1C(C(=O)NCc2cccc(C(F)(F)F)c2)CC2Cn3c(nc4cc5ccccc5cc43)C21 (centres undefined)	4	-9	-4	/	-6	-3	-12	18	15	16	-11
CCN1CCN(C(=O)C2CCC(CNS(=O)(=O)c3ccc(NC(C)=O)cc3)CC2)CC1 (centres undefined)	-5	19	17	1	1	8	-11	-6	15	-8	-7
Cc1ccc(S(=O)(=O)N(C)C[C@H]2Oc3ccc(NC(=O)Nc4c(C)noc4C)cc3CC(=O)N([C@@H](C)CO)C[C@@H]2C)cc1	1	-2	-15	3	6	3	9	0	-11	9	-3
CCOc1ccc(NS(=O)(=O)c2ccc(C(=O)N3CCCCCC3)cc2)cc1	7	10	26	-21	6	-9	10	9	15	7	1
CCOc1ccc(NCc2cc3c(C(C)(C)C)nn(-c4ccccc4)c3[nH]c2=O)cc1	-28	9	18	/	9	9	19	14	36	3	12
CC1CC(C)CN(C(=O)CSc2ncnc3sccc23)C1 (centres undefined)	-2	-24	-3	-10	5	-2	4	-11	-14	-4	-4
Cc1ccc(CCNC(=O)CCSCc2ccc(Cl)cc2)cc1	8	7	12	5	4	3	-1	-4	-1	-1	3
COC(=O)CN(C#N)c1nc(SC)nc(N(C)C)n1	-6	-3	-12	12	-11	2	15	-4	2	-3	-41
CSc1ccc(Cn2c(C)c(C(=O)NCc3cccs3)sc2=O)cc1	/	10	12	-5	0	/	9	26	17	3	-11
COc1ccc(CN2CCNC(=O)C2CC(=O)N2CCCO2)c(OC)c1 (centres undefined)	0	9	-3	4	-9	-6	15	8	15	0	7
Cc1ccc(S(=O)(=O)CCC(=O)OC2CC(C)OC2=O)cc1 (centres undefined)	-1	5	-3	0	8	-4	-13	-28	-10	4	0

The list itself, previewed entries included:
SMILES	EBV LMP1 NFkB	SRC3 inh	NR5A2 inv ag	Vif imaging	NOD2 RIPK2 PPI	TLR9-MyD88 inh	NCOA2 inhibitor	COUP-TFII inh	TROY signal inh	C8 TRAIL sens	SRC1 inh
CN1C(C(=O)NCc2cccc(C(F)(F)F)c2)CC2Cn3c(nc4cc5ccccc5cc43)C21 (centres undefined)	4	-9	-4	/	-6	-3	-12	18	15	16	-11
CCN1CCN(C(=O)C2CCC(CNS(=O)(=O)c3ccc(NC(C)=O)cc3)CC2)CC1 (centres undefined)	-5	19	17	1	1	8	-11	-6	15	-8	-7
Cc1ccc(S(=O)(=O)N(C)C[C@H]2Oc3ccc(NC(=O)Nc4c(C)noc4C)cc3CC(=O)N([C@@H](C)CO)C[C@@H]2C)cc1	1	-2	-15	3	6	3	9	0	-11	9	-3
CCOc1ccc(NS(=O)(=O)c2ccc(C(=O)N3CCCCCC3)cc2)cc1	7	10	26	-21	6	-9	10	9	15	7	1
CCOc1ccc(NCc2cc3c(C(C)(C)C)nn(-c4ccccc4)c3[nH]c2=O)cc1	-28	9	18	/	9	9	19	14	36	3	12
CC1CC(C)CN(C(=O)CSc2ncnc3sccc23)C1 (centres undefined)	-2	-24	-3	-10	5	-2	4	-11	-14	-4	-4
Cc1ccc(CCNC(=O)CCSCc2ccc(Cl)cc2)cc1	8	7	12	5	4	3	-1	-4	-1	-1	3
COC(=O)CN(C#N)c1nc(SC)nc(N(C)C)n1	-6	-3	-12	12	-11	2	15	-4	2	-3	-41
CSc1ccc(Cn2c(C)c(C(=O)NCc3cccs3)sc2=O)cc1	/	10	12	-5	0	/	9	26	17	3	-11
COc1ccc(CN2CCNC(=O)C2CC(=O)N2CCCO2)c(OC)c1 (centres undefined)	0	9	-3	4	-9	-6	15	8	15	0	7
Cc1ccc(S(=O)(=O)CCC(=O)OC2CC(C)OC2=O)cc1 (centres undefined)	-1	5	-3	0	8	-4	-13	-28	-10	4	0
O=C(Nc1nonc1-c1ccc(Cl)cc1)c1ccccc1	-3	5	-1	-1	4	2	-8	11	15	0	-15
COC(=O)c1nc(-n2nc(C)cc2C)ccc1Cl	4	19	-5	-1	1	3	6	-2	-13	2	0
COc1ccc(NC(=O)CCN2CCN(S(=O)(=O)c3ccc(Br)cc3)CC2)cc1	5	-5	4	-7	4	-10	0	-4	7	-3	9
CC(C)NC(=O)c1cc(C2CCCCN2C(=O)OCCF)on1 (centres undefined)	/	-4	-18	8	-3	/	-1	6	-4	-24	-19
COc1ccc(-c2noc(-c3ccccc3C(=O)NCc3ccco3)n2)cc1OC	10	-4	10	/	-6	2	-12	-18	-7	8	13
O=C(COC(=O)COc1ccccc1)NCc1ccco1	-3	8	15	-4	1	1	-3	9	10	14	-31
Cc1cccc(Cn2c(N(C)CCO)nc3c2c(=O)[nH]c(=O)n3C)c1	-28	18	8	18	1	-5	-54	-5	-23	9	3
CSCc1ccc(C(=O)N2CCCC(Nc3ccc(F)cc3)C2)o1 (centres undefined)	0	13	16	-5	-15	4	-3	17	3	-8	-5
COc1ccc(N(C)S(=O)(=O)c2c(C)[nH]c(=O)[nH]c2=O)c(OC)c1	-2	15	8	-7	-7	0	0	-20	9	-14	-8
CC(=O)Nc1ccc(S(=O)(=O)N2CCSC2c2ccccc2)cc1 (centres undefined)	-5	6	-9	21	3	0	6	6	24	10	-11
Cc1nn(-c2ccccc2)c2sc(C(=O)NNC(=O)COc3cccc4ccccc34)cc12	-16	0	-5	31	-5	4	-15	-29	0	5	-7
OC[C@@H]1[C@@H](c2ccc(F)cc2)C(c2ccccc2)=NN1c1ccccc1	-3	11	16	/	12	-11	20	-4	5	7	0
COc1ccc(OC)c(NC(=O)CSc2ncccc2C(=O)O)c1	-8	16	4	-5	-9	1	7	-9	10	-5	1
COc1ccc(S(=O)(=O)CCC(=O)N2CCN(c3cccc(Cl)c3)CC2)cc1	3	11	3	-13	5	-13	-15	-10	13	-8	-2
Cc1cc(C)n(CC(C)NC(=O)CCc2nnc(CCc3ccccc3)o2)n1 (centres undefined)	-23	6	-7	-5	-4	0	13	-8	-18	-18	0
Cc1ccc(CN2C(=O)CCC2(C)c2nnnn2-c2c(C)cccc2C)cc1 (centres undefined)	/	/	33	/	-4	/	23	1	-7	-2	/
CCOCCCN(C(=O)CNC(=O)c1ccco1)C(C(=O)NC1CCCC1)c1ccccc1C (centres undefined)	-3	3	3	3	-12	-3	-12	-2	-12	-4	-4
CCOc1ccc(C2CC(c3ccc(F)cc3)Nc3nc(N)nn32)cc1 (centres undefined)	12	7	-31	11	-18	-4	2	4	-17	-7	0
Nc1ncc(N=Nc2cc(C(=O)O)ccc2Cl)s1	-3	17	16	4	-8	-7	-23	6	8	17	-14
Cc1ccccc1N/C(SCc1cccc(Br)c1)=C(/C#N)C(N)=O	0	22	-3	-2	-10	-12	7	-7	-11	-3	-4
CCNS(=O)(=O)c1ccc(CCC(=O)NCc2cccnc2)cc1	-3	16	7	7	0	1	11	9	-10	-11	-5
Cc1cc(C(=O)OCC(=O)Nc2ccc(S(N)(=O)=O)cc2)c2ccccc2n1	4	9	5	12	1	-14	-5	6	5	-16	-6
O=C(Cc1cccc(NC(=O)C2CCCN(C(=O)C3CCC3)C2)c1)Nc1cccc(C(=O)N2CCOCC2)c1 (centres undefined)	-8	-18	-4	19	1	-5	4	1	9	8	7
CSc1ccc(NC(=O)Nc2cccn(Cc3ccccc3)c2=O)cc1	17	3	2	-15	-9	15	10	36	12	24	7
Cc1ccc(OCc2cc(C(=O)N3CCN(CC(=O)NC(C)C)CC3)no2)cn1	2	19	7	-4	-7	-6	-35	2	6	6	9
CC1CCN(CCOCCOc2ccccc2-c2ccccc2)CC1	-10	12	-7	-1	2	-14	1	-8	14	21	9
CSCc1ccc(C(=O)Nc2cc(C)cc(C)c2)cc1	-23	-61	-126	-4	-9	-7	-68	-31	-41	67*	-48
N#CC(C#N)=C1CCc2ccccc2N1	3	2	-13	4	5	-1	-2	6	-1	-2	5
CCCc1ccc(OCCNC(=O)C2CCCCC2)cc1	8	12	-12	2	1	1	24	1	-12	14	6
C=CC[C@H](CC(=O)N(CCO)Cc1ccccc1)C(=O)N[C@H](COC(=O)[C@@H](CC=C)CC(=O)OC(C)(C)C)Cc1ccccc1	2	13	13	-2	-4	-4	-23	-2	9	9	2
CC[C@]12c3[nH]c4ccc(OC)cc4c3CCN1C(=O)C(CC(=O)NC/C=C(\C)CCC=C(C)C)C[C@@H]2C(=O)N1CCN(C(=O)C2CC2)CC1 (some centres undefined)	8	-20	10	-7	-27	4	13	10	-7	1	12
Cc1cccc(CN2C(=O)N/C(=C/c3cc(C)n(-c4ccccn4)c3C)C2=O)c1	0	-16	-7	-14	-4	-3	1	-8	4	9	-6
COc1cccc(C(=O)NC2CC3CCCC(C2)N3Cc2ccc(F)cc2)c1 (centres undefined)	0	-9	-24	-7	-10	1	-2	1	-2	-2	15
Fc1ccc(NC(=S)NCc2ccccn2)cc1	3	-3	4	6	-12	-4	-2	-10	-27	-1	-55
CCOc1ccc(-c2nnc3sc(COc4ccc(Cl)cc4)nn23)cc1	4	2	-36	9	2	1	7	-7	-1	-9	-12
COc1ccc(N2CCN(c3ccc(N4C(=O)COCC4=O)cc3[N+](=O)[O-])CC2)cc1	15	14	18	-4	-6	3	26	3	20	18	0
NCCSC1CC(=O)N(c2ccc(F)cc2)C1=O (centres undefined)	1	-23	-8	-1	1	-3	-6	-7	0	10	1

A draw from above in order of molar mass, rising:
SMILES	EBV LMP1 NFkB	SRC3 inh	NR5A2 inv ag	Vif imaging	NOD2 RIPK2 PPI	TLR9-MyD88 inh	NCOA2 inhibitor	COUP-TFII inh	TROY signal inh	C8 TRAIL sens	SRC1 inh
CCCc1ccc(OCCNC(=O)C2CCCCC2)cc1	8	12	-12	2	1	1	24	1	-12	14	6
Cc1cccc(Cn2c(N(C)CCO)nc3c2c(=O)[nH]c(=O)n3C)c1	-28	18	8	18	1	-5	-54	-5	-23	9	3
CCN1CCN(C(=O)C2CCC(CNS(=O)(=O)c3ccc(NC(C)=O)cc3)CC2)CC1 (centres undefined)	-5	19	17	1	1	8	-11	-6	15	-8	-7

Screening data from PubChem BioAssay.
